Screening data (PubChem)
Glioma ERSR ind: inducers of ER stress response in human glioma cells | Potency, µM, inactives show at the top dose activation, actives largely listed as activators | U87-MG GRP78 promoter luciferase reporter, 16 h | 0.02% of 420,000 active; active = well fitted activation curve with a large enough effect; inconclusive = small, poorly fitted or top-dose-only effect; inactive = no such curve, though single readings can be large or run the other way; note: series mostly up to about 76 µM; % of control where 0% means no effect; nearly all actives have a fitted effect of over 35% in size
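Stably transfected U87-MG glioma cells carrying a GRP78-based luciferase sensor; 16 h compound incubation. Luminescence end-point read 10 min after Bright-Glo addition at room temperature.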
* hit, by the source's call; ? = inconclusive; & = joins results of further samples. Potency is the fitted concentration of half-maximal effect. Only part of the results is shown; the hit share may differ from the screen's.

Glioma ERSR ind | smiles
-4% | CC[C@H]1C(c2ccccc2)=NN(c2ccccc2)[C@@H]1CO
3% | COc1cc2oc(=O)cc(-c3ccc(-c4ccc(NC(C)=O)cc4)cc3)c2c(OC)c1OC
-3% | CC(C)CCCC(C)NC(C)C (stereo unspecified)
-4% | CC(C)=CCC/C(C)=C/CO/N=C1/C[C@@H](O)[C@@H](O)[C@@H]2[C@H]3C(=O)N(c4ccc(F)cc4F)C(=O)[C@@H]3CC[C@H]12
0% | CCCCCCCCCCCCC(C(=O)O)C(C)C(=O)O (stereo unspecified)
-1%&1% | COC(=O)C1=C(C)N(Cc2ccccc2)[C@]23O[C@](C(=O)OC)(C(=O)N2C1c1ccccc1)C(c1ccccc1)C3C(=O)c1ccccc1 (stereo partly specified)
-3% | COC1=C(OC)C(=O)C(C/C=C(\C)CC/C=C(\C)CC/C=C(\C)CC/C=C(/C)CC/C=C(\C)CC/C=C(\C)CC/C=C(\C)CC/C=C(\C)CC/C=C(\C)CCC=C(C)C)=C(C)C1=O
-4% | CO[C@H]1[C@@H](O)[C@H](N)[C@@H](O[C@H]2O[C@@H]([C@H](C)N)CC[C@H]2N)[C@H](O)[C@@H]1N(C)C(=O)CN
-5% | CO[C@H]1COC(=O)[C@H](C)NC(=O)[C@@H](C)COC(=O)C/C=C\[C@@H]1C
2% | COC(=O)CCC(C)C1CCC2C3CC[C@H]4CC(O)CC[C@@]4(C)C3CC(O)[C@]12C (stereo partly specified)
-9% | CC(C)CC1NC(=O)C(CCCN)NC(=O)C(C(C)C)NC(=O)C2CCCN2C(=O)C(Cc2ccccc2)NC(=O)C(CC(C)C)NC(=O)C(CCCN)NC(=O)C(C(C)C)NC(=O)C2CCCN2C(=O)C(Cc2ccccc2)NC1=O (stereo unspecified)
-5% | CC(C)=NOCc1cccc(-c2cc(-c3ccccc3)no2)c1
-4% | CC(C)C[C@@H](NC(=O)[C@@H](COC(C)(C)C)NC(=O)[C@H](Cc1ccc(O)cc1)NC(=O)[C@@H](CO)NC(=O)[C@@H](Cc1c[nH]c2ccccc12)NC(=O)[C@@H](Cc1cnc[nH]1)NC(=O)[C@@H]1CCC(=O)N1)C(=O)N[C@H](CCCN=C(N)N)C(=O)N1CCC[C@H]1C(=O)NNC(N)=O
-5% | COc1cc([C@H]2c3cc4c(cc3[C@@H](O[C@H]3O[C@H]5CO[C@@H](C)O[C@H]5[C@@H](O)[C@@H]3O)[C@@H]3COC(=O)[C@H]23)OCO4)cc(OC)c1O
? | COC1=C2C[C@@H](C)C[C@H](OC)[C@H](O)[C@@H](C)/C=C(\C)[C@H](OC(N)=O)[C@@H](OC)/C=C\C=C(/C)C(=O)NC(=CC1=O)C2=O
-2% | C=C[C@]1(C)C[C@@H](OC(=O)CO)[C@]2(C)C(C)CC[C@]3(CCC(=O)[C@H]32)[C@@H](C)[C@@H]1O (stereo partly specified)
1% | CN(C)[C@@H]1C(=O)C(C(N)=O)=C(O)[C@]2(O)C(=O)C3=C(O)c4c(O)ccc(Cl)c4[C@H](O)[C@H]3C[C@@H]12
-5% | CO/N=C(\C(=O)N[C@@H]1C(=O)N2C(C(=O)O)=C(COC(N)=O)CS[C@@H]12)c1ccco1
-11% | CC(=O)OCOC(=O)CNc1ccccc1OCCOc1ccccc1NCC(=O)OCOC(C)=O
-7% | O=C1CCCCC2CCCCN12 (stereo unspecified)
0% | CC(C)c1ccc2c(c1)CCC1C(C)(C(N)=O)CCCC21C (stereo unspecified)
-3% | CO[C@@H]1C[C@H](O[C@H]2[C@@H](C)[C@H](O[C@@H]3O[C@@H](C)C[C@@H](N(C)C)[C@@H]3OC(C)=O)[C@H](C)C[C@]3(CO3)C(=O)[C@H](C)[C@H](OC(C)=O)[C@H](C)[C@H](C)OC(=O)[C@@H]2C)O[C@H](C)[C@@H]1OC(C)=O
-4% | COc1ccc(O[C@H]2C=C[C@@H](c3ccccc3)O[C@H]2CO/N=C2/c3cc(OC)ccc3O[C@@H](c3cccc(OC)c3)[C@H]2O)cc1
-5% | CCOC(=O)C1=CC(OC(CC)CC)C(NC(C)=O)C(N)C1 (stereo unspecified)
-4% | Cc1cc(-n2c(=O)[nH]c(=O)n(C)c2=O)ccc1Oc1ccc(S(=O)(=O)C(F)(F)F)cc1
-4% | CCOC(=O)C1(C(C)C)Oc2ccccc2C(c2ccc(OC)cc2)=C1C(=O)OC (stereo unspecified)
-3% | COC(=O)C(C(=O)OC)C1O[C@@]23COCCC2(C)C3c2ccccc21 (stereo partly specified)
2% | Nc1ncn(C2CC(O)C(CO)O2)c(=O)n1 (stereo unspecified)
-7% | CC1CC(OC(=O)C(O)c2ccccc2)CC(C)(C)C1 (stereo unspecified)
-5% | CN1CCC(OC(=O)C(Oc2ccc(Cl)cc2)Oc2ccc(Cl)cc2)CC1

By substructure: the entries above with fluorine (two)
Glioma ERSR ind | smiles
-4% | CC(C)=CCC/C(C)=C/CO/N=C1/C[C@@H](O)[C@@H](O)[C@@H]2[C@H]3C(=O)N(c4ccc(F)cc4F)C(=O)[C@@H]3CC[C@H]12
-4% | Cc1cc(-n2c(=O)[nH]c(=O)n(C)c2=O)ccc1Oc1ccc(S(=O)(=O)C(F)(F)F)cc1

(list continues)
Glioma ERSR ind | smiles
-4% | COC(c1ccccc1Br)C(C)/C=C/CCO (stereo unspecified)
? | C[C@@H]1CCC2[C@@H](C)[C@@H](O)O[C@@H]3O[C@@]4(C)CC[C@@H]1[C@@]23OO4 (stereo partly specified)
2% | c1ccc2c(c1)OCC(CN1CCCCC1)O2 (stereo unspecified)
-5% | CC(C)/C(O)=C1/C(=O)OC(c2ccoc2)[C@@]2(C)C(O)C(O)[C@@]34OC5(C)OC67CC(C)(C(O)[C@@]6(O)C(O)[C@@]3(O5)C12)C(CC(=O)O)[C@@]74C (stereo partly specified)
-6% | CCCOC(=O)NCCCN(C)C
-5% | CC(C)NCC(O)COc1ccccc1-n1cccc1 (stereo unspecified)
-2% | CC(=O)OC[C@@H]1O[C@H](C/C=N\OC[C@@H](O)COCc2ccco2)C=C[C@@H]1OC(C)=O
-2% | CC[C@H](C)[C@H](NC(=O)[C@H](CC(=O)O)NC(=O)[C@H](CC(C)C)NC(=O)[C@H](Cc1cnc[nH]1)NC(=O)[C@H](C)NC(=O)[C@H](Cc1ccccc1)NC(=O)[C@H](Cc1ccc(O)cc1)NC(=O)[C@@H](NC(=O)[C@H](C)NC(=O)[C@H](CCC(=O)O)NC(=O)[C@H](CCC(=O)O)NC(=O)[C@H](CC(=O)O)NC(=O)CCC(=O)O)C(C)C)C(=O)N[C@H](C(=O)N[C@@H](Cc1c[nH]c2ccccc12)C(=O)O)[C@@H](C)CC
-5% | CSCC[C@H](N)C(=O)N[C@@H](C)C(=O)NCC(=O)N[C@@H](CCCN=C(N)N)C(=O)N[C@@H](CO)C(=O)NCC(=O)N[C@@H](CC(=O)O)C(=O)N[C@@H](CO)C(=O)N[C@@H](CC(=O)O)C(=O)N[C@@H](CCC(=O)O)C(=O)N[C@@H](CC(=O)O)C(=O)N[C@@H](CC(C)C)C(=O)N[C@@H](CC(C)C)C(=O)N[C@@H](CCCCN)C(=O)N[C@@H](C)C(=O)N[C@H](C(=O)O)C(C)C
-4%&-4% | COC(=O)C/C=C\[C@@H](C)[C@@H](/C=N\O[C@@H](C)c1cn([C@H](CO)Cc2ccccc2)nn1)NS(=O)(=O)c1ccc(C)cc1
4% | O=C(Cl)COCc1ccccc1
-2% | C=C1c2cccc(C(F)(F)F)c2O[C@H](C(=O)OCC)C1OC (mixture of isomers)
-5% | CCCNC(=O)OC[C@@H]1O[C@H](CCO/N=C\c2ccc(C(=O)N3[C@H](c4ccc(C)cc4)[C@@H](C)CC[C@H]3C(=O)OC)cc2)C=C[C@@H]1Oc1ccc(OC)cc1
-3% | CCCCC(CC)C/C=C1\CC(C(=O)OCC)Oc2ccccc21 (stereo unspecified) (tested in a mixture with another compound)
-3% | Cc1cccc(C)c1NC(=O)NC1=CCCN1C
-4% | Nc1nc(/C(=C/CC(=O)O)C(=O)NC2C(=O)N3C(C(=O)O)=CCSC23)cs1 (stereo unspecified)
-4% | COC(=O)NC(c1ccccc1)[C@]1(C(C)=O)CCCC1=O (stereo partly specified)
-5% | C[C@@]12CC[C@@H]3c4ccc(O)cc4CC[C@H]3[C@H]1C[C@@H](O)[C@H]2O
-3% | NC(Cc1ccc(O)c(O)c1)C(=O)O (stereo unspecified)
6% | CC(C)(C)NCC(O)COc1ccc(NC(=O)NC2CCCCC2)cc1 (stereo unspecified)
-1% | C[C@H]1C[C@@H]2[C@H]([C@@H](O)C[C@@]3(C)[C@H]2CC[C@]3(O)C(=O)COC(=O)CCC(=O)O)[C@@]2(C)C=CC(=O)C=C12
-3% | C#CCCCO/N=C1/C[C@@H](O)[C@@H](O)[C@@H]2[C@@H]3C(=O)N(Cc4ccc5c(c4)OCO5)C(=O)[C@H]3CC[C@@H]12
-5% | CO/N=C(\C(=O)N[C@@H]1C(=O)N2C(C(=O)[O-])=C(C[N+]3(C)CCCC3)CS[C@@H]12)c1csc(N)n1
-3% | O=C(CCN1CCCCC1)Nc1ccc2c(c1)C(=O)c1ccc(NC(=O)CCN3CCCCC3)cc1C2=O
-3% | COc1cc2nc(N(C)CCCNC(=O)[C@@H]3CCCO3)nc(N)c2cc1OC
-3% | C[N+]12CCCC[C@@H]1CCC(=C(c1cccs1)c1cccs1)C2 (stereo partly specified)
-4% | C/C(CCN1CCc2nc(-c3ccccc3)c(-c3ccccc3)cc2C1)=N\O[C@@H](C)c1cn([C@@H]2COC[C@@H]2O)nn1
-2% | CC[C@H](C)[C@H](NC(=O)[C@H](C)NC(=O)[C@@H](N)C(C)C)C(=O)N[C@H](C(=O)N[C@H](C(=O)N[C@@H](CC(C)C)C(=O)N[C@H](C(=O)N[C@@H](CCCCN)C(=O)O)C(C)C)C(C)C)[C@@H](C)O
-1% | CCCC(=O)Nc1ncnc2c1ncn2[C@@H]1O[C@H]2COP(=O)(O)O[C@@H]2[C@@H]1OC(=O)CCC
-4% | CC(C)CO/N=C1/[C@H]2O[C@@H]2[C@@H](O)[C@H]2[C@H]1CCn1c(=O)n(Cc3cc4c(cc3Cl)OCO4)c(=O)n12
-4% | COC(=O)C/C=C\[C@@H](C)[C@@H](/C=N\OC[C@@H](O)[C@H]1O[C@H]2OC(C)(C)O[C@H]2[C@@H]1O)NS(=O)(=O)c1ccc(C)cc1
-1% | C[C@@]12CC[C@@H]3c4ccc(O)cc4CC[C@H]3[C@H]1CC[C@H]2O
-5% | O=C(O)[C@H]1O[C@@H](Oc2ccc3ccc(=O)oc3c2)[C@H](O)[C@@H](O)[C@@H]1O
-6% | CCOC(=O)C1Oc2ccccc2C(c2ccccc2)=C1C(C)=O (stereo unspecified)
-4% | CCC(=O)CC(NC(=O)OC)c1ccc(F)cc1 (stereo unspecified)
-4% | CC(=O)C[C@H](c1ccc([N+](=O)[O-])cc1)c1c(O)c2ccccc2oc1=O
-4% | COC(=O)NC(/C=C/c1ccccc1)[C@]1(C(C)=O)CCCC1=O (stereo partly specified)
-3% | Cc1cccc([C@H]2[C@@H]3C=CC(C)C[C@@H]3C(=O)N2Cc2ccccc2)c1 (stereo partly specified)
1% | CSCC[C@H](NC(=O)[C@H](CC(C)C)N1CCC(NC(=O)[C@@H](NC(=O)[C@H](Cc2ccccc2)NC(=O)[C@H](CO)NC(=O)[C@H](CC(=O)O)NC(=O)[C@@H](N)CCCCN)C(C)C)C1=O)C(N)=O (stereo partly specified)
-4% | CC(=O)OC1CC2C(C)(C)CCC(=O)[C@@]2(C)C2CC[C@@]3(C)C(c4ccoc4)OC(=O)C4OC43[C@]12C (stereo partly specified)
-3% | O=C1[C@H]2[C@H]3[C@H](O)[C@H](O)C/C(=N/OC[C@@H](O)COCc4ccco4)[C@H]3CC[C@@H]2C(=O)N1Cc1ccc2c(c1)OCO2

Among those listed so far, nine contain sulfur.
Glioma ERSR ind | smiles
-5% | CO/N=C(\C(=O)N[C@@H]1C(=O)N2C(C(=O)O)=C(COC(N)=O)CS[C@@H]12)c1ccco1
-4% | Cc1cc(-n2c(=O)[nH]c(=O)n(C)c2=O)ccc1Oc1ccc(S(=O)(=O)C(F)(F)F)cc1
-5% | CSCC[C@H](N)C(=O)N[C@@H](C)C(=O)NCC(=O)N[C@@H](CCCN=C(N)N)C(=O)N[C@@H](CO)C(=O)NCC(=O)N[C@@H](CC(=O)O)C(=O)N[C@@H](CO)C(=O)N[C@@H](CC(=O)O)C(=O)N[C@@H](CCC(=O)O)C(=O)N[C@@H](CC(=O)O)C(=O)N[C@@H](CC(C)C)C(=O)N[C@@H](CC(C)C)C(=O)N[C@@H](CCCCN)C(=O)N[C@@H](C)C(=O)N[C@H](C(=O)O)C(C)C
-4%&-4% | COC(=O)C/C=C\[C@@H](C)[C@@H](/C=N\O[C@@H](C)c1cn([C@H](CO)Cc2ccccc2)nn1)NS(=O)(=O)c1ccc(C)cc1
-4% | Nc1nc(/C(=C/CC(=O)O)C(=O)NC2C(=O)N3C(C(=O)O)=CCSC23)cs1 (stereo unspecified)
-5% | CO/N=C(\C(=O)N[C@@H]1C(=O)N2C(C(=O)[O-])=C(C[N+]3(C)CCCC3)CS[C@@H]12)c1csc(N)n1
-3% | C[N+]12CCCC[C@@H]1CCC(=C(c1cccs1)c1cccs1)C2 (stereo partly specified)
-4% | COC(=O)C/C=C\[C@@H](C)[C@@H](/C=N\OC[C@@H](O)[C@H]1O[C@H]2OC(C)(C)O[C@H]2[C@@H]1O)NS(=O)(=O)c1ccc(C)cc1
1% | CSCC[C@H](NC(=O)[C@H](CC(C)C)N1CCC(NC(=O)[C@@H](NC(=O)[C@H](Cc2ccccc2)NC(=O)[C@H](CO)NC(=O)[C@H](CC(=O)O)NC(=O)[C@@H](N)CCCCN)C(C)C)C1=O)C(N)=O (stereo partly specified)
